# AmpC inh detg = AmpC beta-lactamase inhibition with detergent present; P00811; AmpC hydrolysis of nitrocefin, absorbance 480 nm, 0.01% Triton; Potency, µM (doses to about 114 µM), without a hit: at the highest dose activity change, negative = inhibition, most hits filed as inhibitors; 370,000 tested, 0.041% active;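 further: potency means the concentration at half of the fitted maximal effect; 0% = no-compound wells and -100% = no-enzyme wells; nearly all actives have a fitted effect of over 25% in size; some results filed as inactive show a strong effect at the top dose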
# Target sequence (P00811 whole entry, looked up): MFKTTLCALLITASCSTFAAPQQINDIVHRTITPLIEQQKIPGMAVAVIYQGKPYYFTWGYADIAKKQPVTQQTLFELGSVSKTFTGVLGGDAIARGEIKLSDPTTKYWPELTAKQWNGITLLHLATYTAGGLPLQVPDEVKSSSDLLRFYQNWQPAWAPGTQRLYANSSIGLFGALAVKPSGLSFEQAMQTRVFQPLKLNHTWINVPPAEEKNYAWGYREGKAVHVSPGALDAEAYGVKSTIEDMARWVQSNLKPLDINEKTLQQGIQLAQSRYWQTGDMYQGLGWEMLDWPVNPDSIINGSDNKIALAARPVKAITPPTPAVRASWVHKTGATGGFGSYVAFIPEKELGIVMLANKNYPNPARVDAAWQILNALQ
#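 AmpC (5.3 nM in the dispensed reagent) in 20 mM phosphate pH 7.0 with 0.01% (detergent screen) or 0.0001% Triton X-100 was preincubated with compounds for 15 min at room temperature. Nitrocefin was then added from an 800 uM solution, and hydrolysis was followed at 480 nm.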
# HCMV inh = inhibitors of human cytomegalovirus; AID 1259415; HFF cells, HCMV-luciferase reporter, 72 h; stronger effect = lower value; 410,000 tested, 4.5% active; activity change, negative = inhibition, % at 57.5 µM; in the data active means activity change below about -60%; inconclusive means no clear call, values can overlap the other calls; inactive means above about -39%; further: on the % scale 0 is the no-effect control and ±100 the full control effect
#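 Screen run at 2 compound doses on HFFs infected with reporter HCMV, MOI 1 PFU/cell. Luciferase activity from cell lysates at 72 h post infection gave inhibition relative to buffer-only and Salinomycin wells.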
# FBPA Giardia inh = blocks Giardia fructose-bisphosphate aldolase activity; A8B2U2; purified Giardia FBPA; Potency, µM (doses to about 59.6 µM), for the others: top-dose activity, negative = inhibition, actives largely listed as inhibitors; 290,000 tested, 0.71% active; further: potency means the concentration at half of the fitted maximal effect; on the % scale 0 is the no-effect control and ±100 the full control effect; nearly all actives have a fitted effect of over 55% in size
# Target sequence (A8B2U2 whole entry, looked up): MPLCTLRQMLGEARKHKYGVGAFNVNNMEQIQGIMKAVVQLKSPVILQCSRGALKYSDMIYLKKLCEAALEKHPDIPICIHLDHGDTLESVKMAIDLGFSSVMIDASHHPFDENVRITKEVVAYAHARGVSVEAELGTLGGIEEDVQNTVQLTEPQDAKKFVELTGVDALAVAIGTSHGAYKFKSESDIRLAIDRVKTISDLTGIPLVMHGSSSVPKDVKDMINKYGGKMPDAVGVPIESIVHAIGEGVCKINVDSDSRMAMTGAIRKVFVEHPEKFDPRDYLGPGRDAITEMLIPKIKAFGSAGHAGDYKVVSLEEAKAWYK
#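 40 nM FBPA preincubated 10 min at RT with compound (up to 57.5 uM final), then substrate plus GAPDH/TPI/NAD/arsenate coupling and diaphorase/resazurin added. Fluorescence read after 20 min at RT, 525/598 nm.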
# Shiga inhibitor = Shiga toxin inhibition. Vero cells, Shiga toxin protein synthesis inhibition reporter. inhibition, % at 38.7 µM. 290,000 tested, 9.2% active. AID 2315; in the data active means inhibition mostly above about 28%, no sharp cut-off; inactive means mostly below about 43%; further: 0% is about no effect
# AMA1 RON2 block = inhibitors of Plasmodium falciparum AMA1-RON2 interaction; AID 720542; 360,000 tested, 0.2% active; Potency, µM (top dose mostly 58.2 µM), inactives show at the top dose activity change, negative = inhibition, actives largely listed as inhibitors; AlphaScreen AMA1-biotinylated RON2 peptide binding;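 further: potency means the concentration at half of the fitted maximal effect; 0% = vehicle wells and -100% = peptide control; nearly all actives have a fitted effect of over 45% in size; some results filed as inactive show a strong effect at the top dose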
#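 AMA1 (3D7) with his tag at 25 nM final met compounds first, then biotinylated RON2 peptide at 25 nM; detection used donor plus acceptor beads, 10 µg/mL apiece, read by AlphaScreen after 30 min at room temperature.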
# Cycloheximide cs = counter-screen hit for Shiga toxin inhibitors, cycloheximide. cell reporter, cycloheximide protein synthesis inhibition counterscreen. max response, %. 300,000 tested, 12% active. AID 2314; in the data active means max response mostly above about 13%, no sharp cut-off; inactive means mostly below about 14%; further: read at 38.3 µM for the half of the compounds with a filed dose; 0% is about no effect
# AmpC no deterg = AmpC beta-lactamase inhibition without detergent | P00811 | AmpC nitrocefin hydrolysis, absorbance 480 nm, 0.0001% Triton | Potency, µM (top dose mostly 57.1 µM), without a hit: at the top dose activity change, negative = inhibition, hits mostly inhibitors | 330,000 tested, 0.52% active | AID 485341;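 further: potency means the concentration at half of the fitted maximal effect; plate controls were no compound for no effect and no enzyme for full effect; nearly all actives have a fitted effect of over 20% in size; some results filed as inactive show a strong effect at the top dose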
#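 20 mM phosphate pH 7.0 + 0.01% (detergent screen) or 0.0001% Triton X-100; 5.3 nM AmpC reagent; cpd preinc 15 min RT; nitrocefin (800 uM stock) to start; A480 q20 s × 4 min; Activity was normalised to no-enzyme and no-compound control wells.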
# Active calls of the source: *; i = inactive; ? = inconclusive; · = no result given; [ ] = dose if it differs, or a comment. Unless noted, the call rests on the fitted dose curve; in most records, active means well fitted curve in the direction sought with a large enough effect; inconclusive means small, poorly fitted or top-dose-only effect, or another doubt; inactive means no such curve, though single readings can be large; an effect the other way counts as inactive or inconclusive.
# The first 2 compounds as a preview:
SMILES,AmpC inh detg,HCMV inh,FBPA Giardia inh,Shiga inhibitor,AMA1 RON2 block,Cycloheximide cs,AmpC no deterg
COc1ccccc1C(=O)NCC(=O)N/N=C/c1cc(Br)ccc1OC(=O)/C=C\c1ccco1,7%,-37,-17%,33,0%,-4,-40%
CCOC(=O)C(=O)NC(C)CCc1ccccc1 (stereo not drawn),-5%,7,6%,3,5%,-1,-4%

# Results (from the top)
SMILES,AmpC inh detg,HCMV inh,FBPA Giardia inh,Shiga inhibitor,AMA1 RON2 block,Cycloheximide cs,AmpC no deterg
COc1ccccc1C(=O)NCC(=O)N/N=C/c1cc(Br)ccc1OC(=O)/C=C\c1ccco1,7%,-37,-17%,33,0%,-4,-40%
CCOC(=O)C(=O)NC(C)CCc1ccccc1 (stereo not drawn),-5%,7,6%,3,5%,-1,-4%
CC1OC(Nc2cccc3ccccc23)C(O)C(O)C1O (stereo not drawn),-16%,45,?,-12,-6%,-2,-17%
CCCCN(C)C(=O)c1cn(CC)c2nc(C)ccc2c1=O,-14%,4,5%,-8,8%,-2,-6%
Cc1ccc(S(=O)(=O)N/N=C/C(C)(C)CO)cc1,-2%,-5,10%,-11,3%,1,-17%
COC(=O)c1ccccc1OCCN1CCCCCC1,6%,-17,?,20,1%,-2,0%
N=c1c(S(=O)(=O)c2ccc(Br)cc2)cc2c(=O)n3ccccc3nc2n1C1CCCC1,4%,-21,·,-7,-8%,0,-39%
CCCS(=O)(=O)NCc1ccc2c(c1)cc(C)n2C,2%,-15,3%,6,-11%,-2,-10%
CCOc1c(P(=S)(N(C)C)N(C)C)c(C)nn1-c1ccccc1,-1%,-17,4%,-4,0%,-3,34%
O=C(NCCc1cn2ccsc2n1)c1cccs1,5%,28,-6%,25*,5%,23*,-7%
CCC(C)c1ccccc1OCCCNC1CCCC1 (stereo not drawn),-8%,?,?,-12,2%,-4,-17%
COCCCNC(=O)c1cccs1,2%,19,5%,-19,0%,-2,-13%
CCOC(=O)C1(Cc2ccccc2)CCCN(C(=O)c2cn[nH]c2)C1 (stereo not drawn),-5%,18,-12%,-6,11%,-2,6%
CC(C)NC(=O)Cn1c(=O)c2c(ncn2Cc2ccccc2)n(Cc2ccccc2)c1=O,?,44,3%,22,0%,-2,-13%
C[C@H](NC(=O)OCc1ccccc1)C(=O)NNC(=O)[C@H](C)NC(=O)OCc1ccccc1,-5%,-12,-1%,-6,48%[activator],-2,-2%
CCOC(=O)C1CCC/C1=N\NC(=O)CN(c1cc(OC)ccc1OC)S(=O)(=O)c1ccccc1 (stereo not drawn),0%,-26,2%,-5,55%[activator],-5,41%
CC(C)c1ccccc1NC(=O)c1ccccc1NC(=O)C1CCCCC1,1%,31,-1%,3,1%,1,-7%
C=CCOc1ccc(/C=C/C(=O)OCC(=O)NC2CCCCCCC2)cc1,-10%,-29,·,-1,-2%,-2,-18%
Cc1ccc(Cn2c(=O)c3c(nc4n3CCCN4Cc3ccccc3)n(C)c2=O)cc1,-20%,-6,-2%,37,-6%,6,-5%
CCCn1c(C(=O)c2ccc(OC)cc2)nc2ccccc21,0%,51,1%,-6,-8%,-2,-8%
Cc1ccc(S(=O)(=O)N2CCOC2CNC(=O)C(=O)NCCN2CCOCC2)cc1 (stereo not drawn),-8%,?,·,-9,-6%,2,-6%
O=C(NCc1cccnc1)c1ccc(=O)oc1,-8%,21,3%,-15,-7%,-8,-5%
CCOC(=O)c1c(NCC(C)C)c2ccccc2[nH]c1=O,0%,-20,7%,-16,-1%,-2,-12%
CCC(=O)Nc1cccc(NC(=O)CSc2nc3c(c(=O)n(C)c(=O)n3C)n2C)c1,2%,-21,·,-13,16%,6,14%
CCCc1nc(SCC(=O)c2ccccc2)c2c(=O)n(C)c(=O)n(C)c2n1,4%,?,-24%,16,-4%,10,-23%
O=C(COc1ccc2c(-c3ccccc3)cc(=O)oc2c1)NCCCN1CCOCC1,-1%,20,·,23,2%,12*,95%[activator]
CCOC(=O)[C@H]1[C@H]2COc3ccc(OC)cc3[C@@H]2N2C(=O)CN(CCc3c[nH]c4ccccc34)C(=O)[C@@]12C,1%,30,·,·,-18%,·,95%[activator]
O=C1NC(=O)C(c2cn(-c3ccccc3)nc2-c2ccc(F)cc2)N1 (stereo not drawn),-1%,-24,-8%,-6,0%,-3,-11%
COc1ccc(C(=O)O)cc1S(=O)(=O)N(CCc1ccccc1)Cc1ccccc1,0%,49,?,13,-4%,17,-25%
CC(C)(NO)/C(=N\O)c1ccccc1,-24%,-5,-7%,-6,0%,4,1%
COc1ccc(C(=O)NCC(=O)N/N=C(C)\C=C\c2ccccc2)cc1OC,-1%,20,5%,-6,-3%,15,45%
CCOc1ccc2oc(-c3ccccc3)c(C(=O)N3CCN(CCO)CC3)c2c1,-3%,1,-14%,-5,-19%,-2,208%[activator]
Cc1cc(=O)nc2c3ccccc3n(CC(=O)NCCCN3CCCCC3C)n12 (stereo not drawn),-6%,90,·,-14,2%,0,5%
Cc1noc(C)c1NC(=O)N(C)C[C@H]1Oc2ccc(NS(=O)(=O)c3cccs3)cc2C(=O)N([C@H](C)CO)C[C@@H]1C,·,73,·,·,4%,·,-16%
CCCCn1c(N)c(N(CCOC)C(=O)c2cccc(-n3cnnn3)c2)c(=O)[nH]c1=O,-19%,7,·,·,24%,·,-15%
COc1ccc(Cc2n[nH]c(=S)n2C)cc1Br,7%,-34,?,17,9%,9,17%
Cc1cn([C@@H](CCCCNC(=O)OC(C)(C)C)C(=O)NCCCCCCCCCCC(=O)N2CCN(C(=O)OC(C)(C)C)CC2)nn1,-3%,·,·,·,-6%,·,210%[activator]
CCN(CC)CCNC(=O)C(=O)Nc1cc2c3c(c1)CCC(=O)N3CCC2,-1%,71,2%,-5,5%,9,-9%
CCOC(=O)C1=C(C)NC2=C(C(=O)CCC2)C1c1cn(Cc2ccc(Cl)cc2Cl)nc1-c1ccccc1 (stereo not drawn),?,-90*,-6%,-7,1%,15,18%
CO/N=C(\CS(=O)(=O)Cc1ccc(OC)cc1)c1ccc(Cl)cc1,?,43,4%,-6,3%,-2,-22%
Cc1cc(Cl)ccc1OCCCC(=O)NCCc1nnc2ccccn12,2%,3,1%,10,1%,1,46%
CCn1c(C(=O)N2CCC(C(=O)N3CCC4(CC3)OCCO4)CC2)cc2sccc21,?,-22,1%,-3,0%,9,110%[activator]
Cc1ccccc1C(=O)N1CCN(c2ccc(NC(=O)CSc3ccc(Cl)cc3)cc2)CC1,6%,-71*,4%,-9,-18%,6,24%
O=C1[C@H]2CCC=C[C@H]2[C@H](c2cccc(Br)c2)N1Cc1ccccc1,·,·,5%[89.2 µM],i,0%,-2,10%
COc1ccc(-n2nc3c(c2NC(=O)C2CC2)CS(=O)C3)cc1 (stereo not drawn),?,14,4%,17,-19%,-2,-34%

# Record cards, as listed above. Order of screens: AmpC inh detg	HCMV inh	FBPA Giardia inh	Shiga inhibitor	AMA1 RON2 block	Cycloheximide cs	AmpC no deterg
# COc1ccc(-n2nc3c(c2NC(=O)C2CC2)CS(=O)C3)cc1 (stereo not drawn) is listed with ?	14	4%	17	-19%	-2	-34%
# CCOC(=O)C1=C(C)NC2=C(C(=O)CCC2)C1c1cn(Cc2ccc(Cl)cc2Cl)nc1-c1ccccc1 (stereo not drawn) is listed with ?	-90*	-6%	-7	1%	15	18%

# (continued)
SMILES,AmpC inh detg,HCMV inh,FBPA Giardia inh,Shiga inhibitor,AMA1 RON2 block,Cycloheximide cs,AmpC no deterg
O=C(N/C(=C/c1ccco1)C(=O)N1CCCCC1)c1cccs1,2%,-5,1%,-5,1%,-1,?
CCOc1ccc(S(=O)(=O)N2CCN(C)CC2)cc1NC(=O)c1ccccc1F,7%,-27,4%,7,7%,0,6%
CSc1nc2c(c(=O)[nH]1)C(c1ccc(F)cc1)CC(=O)N2 (stereo not drawn),-2%,4,-5%,-5,-1%,-4,-9%
O=C(NCc1nnc(SCC(=O)N2CCCC2)o1)c1ccco1,2%,-14,3%,-24,-6%,-6,-22%
COc1ccc(OC)c(NC(=O)c2ccno2)c1,2%,-3,-4%,46,-2%,17,-19%
Cc1c2cnn(CC(=O)Nc3c(F)c(F)cc(F)c3F)c(=O)c2c(C)n1Cc1ccccc1F,-5%,19,-5%,-2,-2%,-1,-46%
Nc1nnc(SCC(=O)OCC(=O)Nc2ccccc2F)s1,-5%,11,0%,-17,5%,-1,-4%
O=C(NCc1ccccc1F)c1cccc(S(=O)(=O)N2CCCCCC2)c1,3%,-22,·,·,14%,·,-34%
Cc1cc(=O)oc2c(C)c(OC3CCCCC3=O)ccc12 (stereo not drawn),-9%,23,7%,17,0%,1,-10%
CCOc1ccc(S(=O)(=O)N2CCCC(C(=O)NCc3ccccn3)C2)cc1Cl (stereo not drawn),?,-15,·,·,33%[activator],·,208%[activator]
COc1ccc(-n2c(=S)[nH]c3sc(-c4ccccc4)cc3c2=O)c(OC)c1,1%,14,18%,-15,65%[activator],-1,-35%
Cc1nnc(SCCC#N)n(CCC#N)c1=O,?,41,4%,14,1%,-2,-27%
COc1ccc(Cl)cc1NC(=O)C/C(C)=N/NC(=O)c1ccccc1[N+](=O)[O-],?,10,-7%,3,80%[activator],1,38%
CC(=O)N1CCc2ccc(S(=O)(=O)N3CC(C)OC(C)C3)cc21 (stereo not drawn),11%,-32,10%,-2,3%[2.32 µM],-2,12%
CCOc1cc(C2NC(=O)c3ccccc3O2)ccc1OC (stereo not drawn),2%,2,-1%,-9,-8%,1,-10%
Cc1cc(C)nc(NC(=O)c2cccs2)n1,-12%,10,4%,34,-11%,12,-2%
Cc1cc(=O)cc(C)n1-c1ccccc1Br,-8%,13,2%,1,4%,-2,-9%
CC(C)(C)c1ccc(N2C(=O)CC(C/C=C/c3ccccc3)C2=O)cc1 (stereo not drawn),-10%,-12,2%,19,1%,2,0%
Cc1nc2c(nnn2Cc2c(Cl)cccc2Cl)c(=O)[nH]1,?,-1,0%,·,-28%,-1,-24%
FC(F)(F)c1cccc(N2CCN(C(=S)NC3CCCC3)CC2)c1,5%,-29,-2%,22,-8%,1,0.25µM*
CC(C)NC(=O)c1ccc(N2CC3CC(C2)c2cccc(=O)n2C3)c([N+](=O)[O-])c1 (stereo not drawn),?,9,5%,38,-9%,-5,-25%
N#Cc1ccc(OCC(=O)NNC(=S)NC(=O)C2CC2)cc1,·,4,·,·,51%[activator],·,-13%
O=c1ccc2ccc(OCCOc3cccc(Cl)c3)cc2o1,-6%,-6,·,66*,45%,24*,-46%
O=C(NCc1ccco1)/C(=C/c1cccnc1)NC(=O)c1cccc(Br)c1,4%,26,6%,27,-13%,-2,-14%
CCCCC(CCCCl)C(=O)Nc1ccccc1 (stereo not drawn),-5%,-37,1%,14,4%,-2,19%
CN(C)c1ccc(/C=[N+](\[O-])C(C)(C)/C=N/O)cc1,-12%,7,-11%,-11,3%,1,-18%
